# Source: PubChem (several laboratories)
# HIF act – HIF pathway transcriptional activators, primary screen, cell-based, U2OS HRE-luciferase, luminescence; U2OS HRE-luciferase reporter; normalized: DMSO 0%, desferrioxamine 100%; activation, % at 7.5 µM (by protocol); actives 0.32% (n = 300,000); AID 1910, 2009;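 active = mean activation of at least 10% of the iron chelator positive control signal, with at least half of replicates also reaching 10%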
# Platelet DG rel – inhibitors of platelet dense granule secretion, primary screen, cell-based, MLPCN, human platelets; human platelet-rich plasma, SFLLRN dense granule ATP release, luminescence; actives 0.22% (n = 300,000); AID 1663, 2009; inhibition, %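 (compounds screened at 7.5 µM in platelet-rich plasma)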;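 active = mean replicate score, as percent of positive control, at or above 50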
# TRPC4 block – inhibitors of mouse TRPC4 channel, primary screen, Fluo4 calcium, HEK293 TRPC4beta/mu-opioid cells; Short transient receptor potential channel 4 (Mus musculus), Q9QUQ5; DAMGO-evoked Fluo4 calcium flux; hits give low values; B-score at 10 µM; actives 0.39% (n = 300,000);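 active = B-score over 3 SD under the library average, no early fluorescence shift, positive overall ratio signal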
#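 Material: HEK293 cells with stable TRPC4beta plus mu-opioid receptor expression; probe or stimulus: DAMGO in two steps, submaximal then maximal; technique: Fluo4 calcium fluorescence by kinetic imaging, 5 s 1 Hz baseline; measure: integrated fluorescence ratio relative to baseline, converted to per-well B score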
# MrgX1 agonist – agonists of human MrgX1 receptor, primary screen, HEK293 cells, Fluo-4 calcium flux; Mas-related G-protein coupled receptor member X1 (Homo sapiens), Q96LB2; Fluo-4 calcium fluorescence, agonist mode; hits give high values; B-score at 10 µM; actives 0.44% (n = 310,000); AID 588627, 2011;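 active = calcium response B-score plate-corrected fluorescence ratio at least 3 library SD, with starting fluorescence B-score inside 5 SD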
# Target sequence (Q96LB2 whole entry, looked up): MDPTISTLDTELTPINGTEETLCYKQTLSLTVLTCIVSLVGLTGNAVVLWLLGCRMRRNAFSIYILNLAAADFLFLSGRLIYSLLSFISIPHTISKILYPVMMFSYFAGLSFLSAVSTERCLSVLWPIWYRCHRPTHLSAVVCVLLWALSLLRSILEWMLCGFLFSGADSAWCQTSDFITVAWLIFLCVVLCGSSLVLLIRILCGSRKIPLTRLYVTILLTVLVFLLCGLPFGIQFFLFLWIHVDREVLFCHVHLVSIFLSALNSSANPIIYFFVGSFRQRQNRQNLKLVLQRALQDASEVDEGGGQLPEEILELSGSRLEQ
#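 Test system: HEK293 cells stably expressing human MrgX1 receptor; amount: 15,000 cells per well; doses: compound delivered in addition one of three; times: overnight plating before 1 h dye loading; detection: Fluo-4 NW calcium-flux fluorescence, kinetic read; read-out basis: B-scored fluorescence response ratio; controls: positive and negative controls per plate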
# TRPC6 inhibitor – mouse TRPC6 channel inhibitors, primary screen, cell-based, HEK293, membrane potential dye | ACh-evoked depolarization; hits give low values | AID 2553, 2010 | B-score at 10 µM | actives 1.1% (n = 310,000);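 active = B-score under library mean minus 3 SD, initial fluorescence not abnormally high, positive integrated signal ratio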;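 also: B-score derived from integrated fluorescence ratio over the kinetic read; more negative B-score means stronger inhibition of depolarization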
# RGS4 block – RGS4 inhibitors, primary screen, cell-based, HEK293 M3R inducible RGS4, calcium flux. Regulator of G-protein signaling 4 (Homo sapiens), P49798. Fluo-4 calcium flux; hits give high values; triggered by carbachol at its EC20. B-score at 10 µM. actives 0.45% (n = 310,000);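 active = B-score, a plate-corrected calcium signal, over three deviations above library mean, with baseline fluorescence within five deviations of library mean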;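 also: RGS4 expression induced by doxycycline in cells with stable M3 receptor; B-score is computed from the integrated fluorescence ratio over baseline after carbachol; higher B-score means a larger calcium signal and so more RGS4 inhibition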
# Target sequence (P49798 whole entry, looked up): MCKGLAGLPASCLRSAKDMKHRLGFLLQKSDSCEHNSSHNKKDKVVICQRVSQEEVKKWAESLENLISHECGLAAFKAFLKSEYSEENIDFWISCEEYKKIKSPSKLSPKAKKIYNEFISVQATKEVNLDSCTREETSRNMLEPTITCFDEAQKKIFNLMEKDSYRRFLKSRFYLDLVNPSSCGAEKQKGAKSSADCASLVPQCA
# SKKanGAS inh – S. pyogenes SKKanGAS growth inhibitors in kanamycin, primary screen, streptokinase expression inhibitor project, SKKanGAS strain, BacTiter-Glo luminescence. 6 h. inhibition, % at 7.5 µM. actives 1.3% (n = 300,000);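 active = mean replicate score, as percent of positive control median, at least 50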;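 also: strain carries kanamycin resistance gene driven by streptokinase promoter and grows in 40 µg/ml kanamycin; loss of luminescence reflects streptokinase promoter inhibition or plain growth inhibition; 0% = median of DMSO wells and 100% = positive control at its reference dose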
# RGS4 pot – RGS4 potentiators or activators, primary screen, cell-based, HEK293 M3R inducible RGS4, calcium flux; carbachol calcium flux Fluo4; hits give low values; B-score at 10 µM; actives 0.92% (n = 310,000); AID 463111, 2010;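 active = B-score of the integrated calcium signal more than 4 SD below the library mean, with starting fluorescence not abnormally high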;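 also: negative B-score means reduced calcium response which marks RGS4 activation or potentiation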
#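 Test system: HEK293 cells with stable M3R and inducible RGS4; also added: carbachol at ECmax as muscarinic agonist stimulus; schedule: dye loading 30 min 37 °C, buffer rest 30 min RT; technique: kinetic calcium fluorescence imaging with Fluo4-AM dye, 2 µM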
# MrgX1 antagonist – antagonists of human MrgX1 receptor, primary screen, HEK293 cells, Fluo-4 calcium flux; Mas-related G-protein coupled receptor member X1 (Homo sapiens), Q96LB2; BAM8-22 antagonism; hits give low values; B-score at 10 µM; actives 1.3% (n = 310,000); AID 588676, 2011;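 active = calcium-response B-score plate-corrected more than 3 library SD below zero, starting fluorescence within 5 deviations, no agonist response on first addition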;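 also: peak minus trough fluorescence over baseline after final BAM8-22 challenge near maximal dose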
# TRPC6 act – mouse TRPC6 channel activators, primary screen, cell-based, HEK293, membrane potential dye | HEK293-TRPC6 membrane potential dye fluorescence; hits give high values | actives 0.13% (n = 310,000) | B-score at 10 µM | Short transient receptor potential channel 6 (Mus musculus), Q61143;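 active = B-score of the integrated fluorescence ratio above library mean plus 3 SD, and starting fluorescence ratio within library mean plus 5 SD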;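 also: higher score means more depolarization so channel activation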
# MrgX1 PAM – positive allosteric modulators of MrgX1, primary screen, HEK293 cells, Fluo-4 calcium flux. B-score at 10 µM. Mas-related G-protein coupled receptor member X1 (Homo sapiens), Q96LB2. actives 0.63% (n = 310,000). FDSS; hits give high values;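 active = plate-corrected calcium response at least 3 library SD above typical, normal starting fluorescence, not activating the receptor alone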;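 also: compound read alongside a low EC10 to EC30 dose of BAM8-22 agonist; peak minus trough fluorescence over baseline measured at the second addition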
# The depositor's hits bear a star; i = inactive; / = no result given.
SMILES,HIF act,Platelet DG rel,TRPC4 block,MrgX1 agonist,TRPC6 inhibitor,RGS4 block,SKKanGAS inh,RGS4 pot,MrgX1 antagonist,TRPC6 act,MrgX1 PAM
CC(C)(C)c1ccc(C(=O)Nc2ccccc2NC(=O)c2ccco2)cc1,0.0,10,i,i,i,i,-3,i,i,i,i
O=[N+]([O-])c1ccc(C2CCCC/C2=N/OCc2ccccc2F)c([N+](=O)[O-])c1 (stereo not drawn),/,/,i,i,i,i,-6,-7.7*,i,i,i
COc1ccc(C(=O)O/N=C(/C)c2cccs2)cc1,0.3,59*,i,i,i,i,48,i,i,i,i
CCCc1[nH]nc2c1C(c1ccc(OC(=O)c3ccco3)cc1)C(C#N)=C(N)O2 (stereo not drawn),-0.1,-5,i,i,i,i,2,i,i,i,i
COc1cc2c(cc1OC)C(C(=O)N1CCCC1)C(c1ccccc1F)N(C)C2=O (stereo not drawn),0.0,0,i,i,i,i,-2,i,i,i,i
Cc1ccc(NC(=O)N2CCC(NC(=O)c3ccccc3C)CC2)cc1,0.5,-1,i,i,i,i,-4,i,i,i,i
O=S(=O)(c1ccc(Cl)c(C(F)(F)F)c1)N1CCN(CC(O)COc2ccccc2F)CC1 (stereo not drawn),0.0,2,i,i,i,i,2,i,i,i,i
Cc1c(CC(=O)NCC(=O)NCC(=O)O)c(=O)oc2c(C)c3oc4c(c3cc12)CCCC4,1.0,7,i,i,i,i,-5,i,i,i,i
Cc1cccc(C(=O)NNC(=O)c2ccc(O)cc2)c1,0.2,21,i,i,i,i,1,i,i,i,i
CCNc1ccc(C(=O)Nc2ccc3nc(C)sc3c2)cc1[N+](=O)[O-],0.2,-2,i,i,i,i,16,i,i,i,i
O=C(CCC(=O)c1ccccc1)NCCc1c[nH]c2ccccc12,-0.5,-13,i,i,i,i,-6,i,i,i,i
CCOc1ccc(S(=O)(=O)N2CCCC(C(=O)NCc3cccnc3)C2)cc1C (stereo not drawn),-0.1,-19,i,i,i,i,1,i,i,i,i
O=c1cc(CO)oc(CN2CCN(c3ccccc3)CC2)c1O,-0.3,/,i,i,i,i,-5,i,i,i,i
CCOC(=O)C1CCCN(S(=O)(=O)c2c(C)c(C)cc(C)c2C)C1 (stereo not drawn),0.3,-2,i,i,i,i,8,i,i,i,i
CCCN(CCC)CCCNC(=O)c1ccc2c(c1)N(CC)C(=O)c1ccccc1S2=O (stereo not drawn),0.2,6,i,i,i,i,3,i,i,i,i
Cc1noc(C)c1S(=O)(=O)N1CCC(Cc2ccccc2)CC1,1.3,3,i,i,i,i,7,i,i,i,i
COc1cc(/C=N/Nc2nc3c(c(=O)n(C)c(=O)n3C)n2Cc2ccccc2)ccc1OC(=O)c1ccco1,/,-8,i,i,i,i,13,i,i,i,i
COc1ccc(/C=C/C(=O)N(c2ccccn2)C2CCCCC2)cc1OC,-0.9,12,i,i,i,i,12,i,i,i,i
O=C(Nc1ccc(Cl)cc1)c1ccco1,2.3,-15,i,i,i,i,-2,i,i,i,i
COc1ccc(C)cc1S(=O)(=O)N(CC(=O)N1CCCC1)c1ccccc1,0.1,12,i,i,i,i,-6,i,-5.8*,i,i
NNC(=O)Cn1c2ccccc2c2ccccc21,-0.5,-18,i,i,i,i,4,i,i,i,i
Cc1csc(C(=O)O)c1-c1c(C)csc1C(=O)O,0.1,0,i,i,i,i,1,i,i,i,i
COc1ccc(OCCCC(=O)Nc2nncs2)cc1,-0.1,1,i,i,i,i,3,i,i,i,i
CCOC(=O)c1c(NC(C)=O)sc2c(OCCN(CC)CC)c(Br)ccc12,-7.1,2,i,i,i,i,14,-10*,i,i,i
CCn1c(COc2ccc(Cl)cc2)nnc1SCc1ccc(C#N)cc1,0.0,0,i,i,i,i,-3,i,i,i,i
O=C(O)c1ccc(CNCc2ccc(Cl)cc2)cc1,-0.3,5,i,i,i,i,2,i,i,i,i
O=C1C2=C(CCCC2)C(=O)N1c1cccc(OCCBr)c1,0.2,11,i,i,i,i,2,i,i,i,i
COc1cc2c(cc1OC)CN(C(=O)/C=C/c1cccs1)CC2,0.4,-1,i,i,i,i,-7,i,i,i,i
O=C(NCC1CCCO1)C(C(=O)c1ccccc1)n1ccccc1=O (stereo not drawn),-0.2,6,i,i,i,i,-2,i,i,i,i
CNc1ccccc1C(C)(C)c1cc(-c2cccc([N+](=O)[O-])c2)no1,-0.6,-1,i,i,i,i,19,i,i,i,i
Cc1ccc(OCC(=O)NCc2cccnc2)cc1,0.9,17,i,i,i,i,-3,i,i,i,i
OC[C@H]1OC(O)[C@H](O)[C@@H](O)[C@H]1O (stereo partly drawn),-0.1,-2,i,i,i,i,-4,i,i,i,i
Cc1cc(N2C(=O)C(O)=C(C(=O)c3cccs3)C2c2ccc(F)cc2)no1 (stereo not drawn),2.5,4,i,i,i,i,2,i,i,i,i
CCOc1ccccc1NC(=O)CSc1nnc(CNC(=O)c2ccco2)o1,-0.1,/,i,i,i,i,-1,i,i,i,i
CCN(CC)C(=O)C(C)OC(=O)COc1ccc(Cl)cc1Cl (stereo not drawn),-0.5,21,i,i,i,i,-2,i,i,i,i
CCC(=S)/C=C1\Sc2ccccc2N1CCCS(=O)(=O)O,-0.2,3,i,i,i,i,-3,i,i,i,i
O=C1/C(=C\Nc2ccccc2)CCN1c1ncccn1,0.4,-9,i,i,i,i,-5,i,i,i,i
Cc1ccc(/C=N/N(C)S(=O)(=O)c2ccc(C)cc2)cc1,2.1,1,i,i,i,i,3,i,i,i,i
COc1ccc(OC)c(S(=O)(=O)N(C)CC(=O)N2CCc3ccccc3C2)c1,-0.2,6,i,i,i,i,-4,i,i,i,i
O=C(c1ccc(Cl)c(S(=O)(=O)N2CCCCCC2)c1)N1CCCCC1,1.2,-4,i,i,i,i,2,i,i,i,i
CCOc1ccc(Nc2cc(=O)oc3ccccc23)cc1,0.7,-4,i,i,i,i,15,i,i,i,i
Cc1c(C(=O)N2CCC2)oc2ccc(Br)cc12,1.0,-6,i,i,i,i,-3,i,i,i,i
CCCCOC(=O)C(NC(=O)c1ccccc1)=C(C)C,0.1,-14,i,i,i,i,-13,i,i,i,i
COc1cccc(-n2nnc3c(=O)n(Cc4ccc(F)cc4)cnc32)c1,0.3,-6,i,i,i,i,0,i,i,i,i
COc1ccc(C(=O)NCCc2nnc(SCC(=O)Nc3ccccc3)n2C)cc1,0.3,-16,i,i,i,i,-11,i,i,i,i
CC(C)Sc1nc2c(c(=O)n(C)c(=O)n2C)n1Cc1ccc(Cl)cc1,0.3,16,i,i,i,i,14,i,i,i,i
O=C1CC(N(O)c2ccccc2)C(=O)N1c1ccc(Cl)c(Cl)c1 (stereo not drawn),0.6,9,i,i,i,i,6,i,i,i,i
COc1ccc(Br)cc1C(=O)N/N=C/c1ccc([N+](=O)[O-])cc1,-2.3,-9,i,i,i,i,-5,i,i,i,i

# Rewritten with values under each structure: part of the list above
# Screens in order: HIF act | Platelet DG rel | TRPC4 block | MrgX1 agonist | TRPC6 inhibitor | RGS4 block | SKKanGAS inh | RGS4 pot | MrgX1 antagonist | TRPC6 act | MrgX1 PAM
> O=C(c1ccc(Cl)c(S(=O)(=O)N2CCCCCC2)c1)N1CCCCC1
→ 1.2 | -4 | i | i | i | i | 2 | i | i | i | i
> CC(C)Sc1nc2c(c(=O)n(C)c(=O)n2C)n1Cc1ccc(Cl)cc1
→ 0.3 | 16 | i | i | i | i | 14 | i | i | i | i
> O=C1/C(=C\Nc2ccccc2)CCN1c1ncccn1
→ 0.4 | -9 | i | i | i | i | -5 | i | i | i | i

# New compounds follow.
SMILES,HIF act,Platelet DG rel,TRPC4 block,MrgX1 agonist,TRPC6 inhibitor,RGS4 block,SKKanGAS inh,RGS4 pot,MrgX1 antagonist,TRPC6 act,MrgX1 PAM
Cc1ccc(NC(=S)NN(C)c2cc(C)nc(C)n2)cc1,-0.2,-20,i,i,i,i,-1,i,i,i,i
Cc1ccc(/C=C2\CCCC3=C2NC(=S)NC3c2ccc(C)cc2)cc1 (stereo not drawn),/,-14,i,i,i,i,6,i,i,i,i
CS(=O)(=O)Cc1ccc(C(=O)N(CCc2ccccc2)Cc2ccccc2)cc1,-0.1,-5,i,i,i,i,-1,i,i,i,i
COc1ccc(CNC(=O)[C@H](C)NC(=O)C2CCN(C(=O)[C@@H](N)Cc3ccccc3)CC2)cc1,0.0,-1,i,i,i,i,-1,i,i,i,i
Cc1cccc(N(Cc2ccccc2)C(=O)c2ccccc2S(C)(=O)=O)c1,-0.9,-3,i,i,i,i,-2,i,i,i,i
Cc1nnc(NC(=O)CSc2nccn2C)s1,-0.4,3,i,i,i,i,-6,i,i,i,i
Cc1cccc(NC(=O)CSCC(=O)N(C)Cc2c(F)cccc2Cl)c1,0.0,-4,i,i,i,i,-9,i,i,i,i
CCOC(=O)C1=C(CP(=O)(c2ccccc2)c2ccccc2)NC(=O)NC1c1ccc(OC)cc1 (stereo not drawn),0.3,-11,i,i,i,i,-3,i,i,i,i
CC(C)=CCN1CCN(Cc2cccnc2)CC1CCO (stereo not drawn),-0.3,5,i,i,i,i,0,i,i,i,i
CCOc1cc(C(=O)NC)cc(Br)c1OCc1ccccc1,-0.5,-1,i,i,i,i,-1,i,i,i,i
CCOc1cc(C(=O)NCc2ccc3c(c2)OCO3)cc(OCC)c1OCC,-5.7,8,i,i,i,i,-6,i,i,i,i
COc1ccc(CCNC(=O)Cn2c(=O)n(-c3cc(F)ccc3F)c(=O)c3sccc32)cc1OC,0.9,-1,i,i,i,i,-6,i,i,i,i
